VIM-2 inh = VIM-2 metallo-beta-lactamase inhibitors, primary screen, biochemical, epi-absorbance readout, Pseudomonas aeruginosa enzyme; purified VIM-2, nitrocefin hydrolysis, epi-absorbance fluorescence; inhibition, % at 5.6 µM; 0.89% of 290,000 active; AID 1527, 2009;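 active = inhibition above the mean of all tested compounds plus 3 SD, cutoff set per screening run, cut at about 7.5% in these data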;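 also: red hydrolysis product quenches plate fluorescence so inhibitors raise well fluorescence; 0% = enzyme with DMSO and 100% = DMSO without enzyme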
NS3 helicase inh = inhibitors of HCV NS3 helicase, primary screen, biochemical, Cy5 molecular beacon fluorescence | Hepatitis C virus NS3 helicase | NS3 helicase DNA unwinding | inhibition, % at 10.9 µM | 0.56% of 290,000 active | AID 1800, 2009;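 active = inhibition above the mean of all tested compounds plus 3 SD, set per campaign, cut at about 35% in these data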;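 also: 0% = DMSO wells and 100% = thioflavine S control wells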
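Assay system: hepatitis C virus NS3 helicase domain fragment enzyme. Also added: annealed dual-labelled DNA beacon duplex, ATP-started. Timing: 1 h reaction at 25 °C, ATP-initiated. Technique: Cy5 fluorescence at 0 and 60 min, beacon hairpin quenching. Evaluation: % inhibition of unwinding. Replication: one well per compound.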
MEKK3 PB1 HTS = modulators of MEKK3-MEK5 PB1 binding, primary screen, biochemical, wildtype MEKK3, multiplex bead flow cytometry, Alexa488-MEK5; bead-based flow cytometry, Alexa488-MEK5 binding to MEKK3; actives lie on both sides; 0 = blocked by unlabeled MEK5, 100 = vehicle; binding response (% of control), % at 10 µM; 1.4% of 290,000 active; AID 1529, 2009;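 active = binding response more than 3 SD above or below the average of its plate-row segment, actives on both sides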;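 also: Alexa488 bead fluorescence after subtracting the streptavidin-only scavenger bead signal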
IDE act = human IDE activators in live cells, primary screen, fluorescence polarization, HEK cells, FAbeta-B substrate; activation, % at 5.96 µM; Insulin-degrading enzyme (Homo sapiens), P14735; 0.073% of 340,000 active; FAbeta-B cleavage; 0% vehicle, 100% cell-free pure enzyme wells; AID 493087, 2011;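 active = activation above the mean of all tested compounds plus 3 SD, set per screening campaign, cut at about 17% in these data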
SUMO HTRF inh = inhibitors of in vitro SUMOylation cascade, primary screen, biochemical, HTRF, uHTS; HTRF SUMOylation assay, SAE1/SAE2 + UBC9; inhibition, % at 35 µM; 0.36% of 290,000 active; SUMO-conjugating enzyme UBC9 (Homo sapiens), P63279; in the data active = inhibition above about 50%, passing the limit was not always enough; also: strong numbers were not always called active
Target sequence (P63279 whole entry, looked up): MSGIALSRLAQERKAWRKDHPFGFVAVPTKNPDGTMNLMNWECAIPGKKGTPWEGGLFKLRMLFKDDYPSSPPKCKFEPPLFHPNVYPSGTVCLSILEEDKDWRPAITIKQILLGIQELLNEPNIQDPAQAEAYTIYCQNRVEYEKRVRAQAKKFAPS
IMP-1 inh = IMP-1 metallo-beta-lactamase inhibitors, primary screen, biochemical, epi-absorbance readout, Pseudomonas aeruginosa enzyme; metallo-beta-lactamase IMP-1 (Pseudomonas aeruginosa); purified IMP-1, nitrocefin hydrolysis, epi-absorbance fluorescence; inhibition, % at 5.6 µM; 0.45% of 290,000 active;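 active = inhibition above the mean plus 3 SD of all compounds in the same screening run, cut at about 4.5% in these data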;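 also: 0% = IMP-1 with DMSO and 100% = DMSO wells lacking enzyme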
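Test system: recombinant IMP-1 enzyme, purified / Medium: HEPES buffer pH 7.1 with ZnSO4 and Brij 35 / Doses: single dose, 5.6 µM / Times: 25 °C, 15 min preincubation, 25 min reaction / Detection: Epi-absorbance via hydrolysed-nitrocefin quenching of white-plate fluorescence, 480/530 nm, EDTA stop / Evaluation: percent inhibition from optical density relative to buffer-blank wells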
FID counter = compounds displacing fluorescent DNA intercalator, primary screen, artefact control for HCV NS3 helicase inhibitor project, biochemical, FID fluorescence; DNA fluorescent intercalator displacement; inhibition, % at 7.9 µM; AID 1845, 2009; 0.17% of 290,000 active; in the data active = inhibition above about 37%;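 also: 0% = vehicle and 100% = reference compound; higher means more ethidium bromide displaced from hairpin DNA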
p-CIP stab down = p/CIP-EGFP fusion destabilizers, primary screen, fluorescence, F442A cells; decrease of EGFP signal, % at 10 µM; Q05BA5; 0.01% of 290,000 active; AID 1984, 2009; 16 h;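 active = EGFP signal decrease of at least 30% at 10 µM or well 3 SD below plate mean, unless failing retest; inactive = the rest, including hits failing retest or dose response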; also: some compounds called inactive have numbers as strong as hits; many of its hits are not listed in these tables
PHOSPHO1 block = PubChem AID 1565 | 1.1% of 290,000 active | inhibition, % at 13.3 µM | recombinant PHOSPHO1, absorbance phosphatase assay; in the data active = inhibition above about 60%
Target sequence (Q8TCT1 whole entry, looked up): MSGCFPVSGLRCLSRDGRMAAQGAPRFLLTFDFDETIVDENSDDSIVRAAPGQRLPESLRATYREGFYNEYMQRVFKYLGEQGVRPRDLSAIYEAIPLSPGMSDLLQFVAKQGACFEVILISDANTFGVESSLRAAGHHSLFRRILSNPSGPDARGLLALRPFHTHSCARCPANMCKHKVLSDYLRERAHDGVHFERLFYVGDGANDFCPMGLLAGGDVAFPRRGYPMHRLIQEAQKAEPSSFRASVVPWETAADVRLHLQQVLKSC
Starred values were filed as active, the others as inactive; · = not tested or not shown; [ ] = remark or other dose.

The first five records, to show the layout:
Values run as follows: PHOSPHO1 block | SUMO HTRF inh | MEKK3 PB1 HTS | VIM-2 inh | p-CIP stab down | IMP-1 inh | IDE act | FID counter | NS3 helicase inh
O=C(CSc1nnc(NC(=O)C2CC(=O)N(c3ccc(F)cc3)C2)s1)NCC1CCCO1 (configuration not stated)
 : -10 | 8 | 99 | -0.1 | -9 | -1.7 | 4 | -26 | 3
O=C(CCN1C(=O)/C(=C/c2ccc(F)cc2)SC1=S)NCCc1cnc[nH]1
 : 2 | 3 | 101 | 1.5 | -10 | -2.1 | -2 | 12 | -67
O=c1c2ccccc2nnn1CSc1nc2ccccc2[nH]1
 : -4 | -15 | 102 | -4.5 | -6 | -5.2 | -1 | 3 | -4
COc1cccc(NS(=O)(=O)c2ccc(Br)s2)c1
 : -7 | 0 | 101 | -0.8 | -5 | -2.8 | 1 | 4 | 6
O=C(NC1CC1)C(Cl)c1ccccc1 (configuration not stated)
 : 23 | 3 | 99 | -1.0 | -11 | -2.6 | 0 | -6 | -2

This part in full, from the start:
Values run as follows: PHOSPHO1 block | SUMO HTRF inh | MEKK3 PB1 HTS | VIM-2 inh | p-CIP stab down | IMP-1 inh | IDE act | FID counter | NS3 helicase inh
O=C(CSc1nnc(NC(=O)C2CC(=O)N(c3ccc(F)cc3)C2)s1)NCC1CCCO1 (configuration not stated)
 : -10 | 8 | 99 | -0.1 | -9 | -1.7 | 4 | -26 | 3
O=C(CCN1C(=O)/C(=C/c2ccc(F)cc2)SC1=S)NCCc1cnc[nH]1
 : 2 | 3 | 101 | 1.5 | -10 | -2.1 | -2 | 12 | -67
O=c1c2ccccc2nnn1CSc1nc2ccccc2[nH]1
 : -4 | -15 | 102 | -4.5 | -6 | -5.2 | -1 | 3 | -4
COc1cccc(NS(=O)(=O)c2ccc(Br)s2)c1
 : -7 | 0 | 101 | -0.8 | -5 | -2.8 | 1 | 4 | 6
O=C(NC1CC1)C(Cl)c1ccccc1 (configuration not stated)
 : 23 | 3 | 99 | -1.0 | -11 | -2.6 | 0 | -6 | -2
COc1ccccc1-c1nnc(SCC(=O)Nc2nc(-c3ccccc3)cs2)n1C
 : 16 | -8 | 100 | -1.4 | -11 | -1.9 | -5 | -19 | -12
O=C(O)CSC1c2ccccc2C(=O)N1c1ccccc1 (configuration not stated)
 : 14 | -8 | 104 | -0.8 | 2 | -2.4 | -2 | 1 | -5
Cc1cc(C(=O)NNC(=S)Nc2cccc(C(F)(F)F)c2)nn1C
 : -108 | -90 | 95 | -4.2 | 13 | -0.4 | 4 | -7 | 16
O=C(CCC(=O)OC(C(=O)c1ccccc1)c1ccccc1)Nc1ccccc1 (configuration not stated)
 : 23 | 7 | 104 | -2.3 | 3 | -1.9 | -3 | -1 | -4
COc1ccccc1C(=O)N1CCN(C(=O)c2ccncc2)CC1
 : 17 | -5 | 103 | -0.7 | 2 | -1.7 | -4 | -2 | -3
O=C1CCC(C(=O)OCC(=O)c2ccccc2)N1 (configuration not stated)
 : 39 | -11 | 97 | -4.0 | -8 | -2.5 | 1 | 3 | 13
Cc1ccccc1NC(=O)C(=Cc1ccc(C(=O)O)cc1)C(=O)Nc1ccccc1C
 : 24 | 10 | 100 | -2.6 | 10 | -2.0 | 3 | -32 | 26
CC(C)NC(=O)COc1ccc(/C=N/NS(=O)(=O)c2ccccc2)cc1
 : -3 | 10 | 97 | 2.2 | 5 | -1.2 | 6 | -4 | 3
CC1(C)CC(=O)C(C=Nc2ccncc2)=C(O)C1
 : · | · | 0.0*[inhibitor] | -1.1 | · | -1.5 | -4 | 3 | 2
O=C(c1ccc(-c2ccccc2)cc1)N1CCCC1
 : 5 | 6 | 102 | -0.3 | -9 | 1.4 | 0 | -15 | -9
CC(NC(=O)CCCCCNC(=O)N1CCn2c1nc1ccccc12)c1ccccc1 (configuration not stated)
 : 10 | -1 | 97 | 0.5 | 3 | 0.0 | 4 | -48 | 25
S=C(/N=c1/sccn1Cc1ccccc1)NC1CC1
 : 2 | 5 | 98 | 0.0 | -41 | 1.4 | -2 | -11 | 12
Cc1ccc(NC(=O)CN(c2ccc(C)cc2)S(=O)(=O)c2cccc3nonc23)cc1
 : -10 | -19 | 106 | -3.5 | -6 | -1.7 | 5 | -5 | -3
COc1ccccc1-n1c(SCC(=O)NC2CCCCC2)nc2c(c1=O)SCC2
 : 11 | -1 | 113 | -2.0 | 2 | -1.3 | -1 | -20 | 2
CCn1c(-c2cccs2)nc2ccccc21
 : -17 | 16 | 96 | 0.4 | 1 | -0.4 | 0 | -4 | -11
Cc1cc2c(c(=O)n1CCN(C)C)C(c1ccncc1)C(C#N)=C(N)O2 (configuration not stated)
 : 6 | -6 | 103 | -2.3 | -14 | -1.0 | 0 | 2 | 5
CC1(C)Cc2nc(Cl)c(C(=O)O)cc2CO1
 : 54 | -13 | 99 | -2.7 | 2 | -2.0 | · | -1 | 6
Cc1ccc(S(=O)(=O)N(C)Cc2ccccc2)cc1C(=O)N1CCCCC1
 : 32 | -2 | 98 | 0.9 | -6 | -0.5 | 5 | -49 | -7
CC1(C)CC(=O)C2=C(C1)OC(=O)CC2c1cccs1 (configuration not stated)
 : 33 | 2 | 72 | 1.5 | -3 | -0.6 | 2 | 1 | -21
O=C1CN2C(=Nc3ccc(Cl)cc3C2c2ccccc2)CN1 (configuration not stated)
 : 28 | -8 | 101 | -2.1 | -7 | -3.9 | 2 | -9 | 1
O=C(Nc1nc2ccccc2s1)C1c2ccccc2Oc2ccccc21
 : -12 | -30 | 93 | -3.3 | -5 | -2.8 | 0 | -2 | -18
CC1(C)Cc2c(sc3c2c(=O)n(Cc2ccccc2)c2nncn32)CO1
 : -6 | -16 | · | · | 0 | · | 0 | · | ·
CC1=NN2C(=N)/C(=C\c3cc(C)n(-c4ccccc4)c3C)C(=O)N=C2S1
 : 15 | -13 | · | 1.9 | 3 | -0.4 | 3 | -1 | 7
COCCNC(=O)C(NC(=O)C1CCCCC1)C12CC3CC(CC(C3)C1)C2 (configuration not stated)
 : -16 | 8 | 102 | -5.2 | -8 | -2.8 | 3 | -3 | 6
CCOC(=O)c1cnc2nc(NCc3ccc(OCc4ccccc4)cc3)[nH]n2c1=O
 : 8 | 13 | 103 | -2.6 | 1 | -5.7 | 1 | -28 | 14
CCC(CC)NC(=O)Nc1ccccc1C
 : 24 | 12 | 103 | -2.0 | -15 | -3.5 | -3 | 1 | 3
COC(=O)c1[nH]c2ccc(F)cc2c1NC(=O)Nc1ccc(OC)cc1
 : 23 | 19 | 96 | -0.4 | -10 | -3.2 | -1 | -2 | -2
O=C1CC(Nc2ccc(N3CCOCC3)cc2)C(=O)N1c1cccc(C(F)(F)F)c1 (configuration not stated)
 : 40 | -13 | 99 | -4.5 | -4 | -11 | 8 | -17 | 48*
O=C(O)c1ccccc1C(=O)Nc1ccc(-c2csc(-c3ccccc3)n2)cc1
 : 0 | -6 | 121 | -2.5 | -4 | -1.7 | 1 | 5 | 0
COc1cccc(CNC(=O)CCNS(=O)(=O)c2ccc(Br)s2)c1
 : 15 | 11 | 102 | -3.6 | -8 | -3.0 | 3 | -16 | 5
CCn1c(SCC(=O)c2cc(C)n(C)c2C)nnc1-c1ccccc1
 : 62* | 4 | 99 | -1.5 | 2 | -1.8 | 3 | -20 | 4
CCOC(=O)N1CCN(C(=O)CS(=O)(=O)c2cn(Cc3cccc(F)c3)c3ccccc23)CC1
 : 19 | 9 | 97 | -3.0 | 3 | -0.9 | 6 | -3 | -3
c1ccc(CN2CCC(Nc3nc(-c4cccs4)nc4ccccc34)CC2)cc1
 : -6 | -28 | 116 | 3.0 | 1 | -2.9 | 1 | 59* | -51
CC(C)C12CN(C(=O)c3ccccc3[N+](=O)[O-])CC(C(C)C)(CN(C(=O)c3ccccc3[N+](=O)[O-])C1)C2=O
 : 46 | -3 | 77 | -0.1 | -11 | 0.2 | 1 | -25 | -6
Cn1ncc2c1ncn1nc(CCc3ccccc3)nc21
 : 39 | 2 | 99 | -1.8 | -6 | -2.2 | 5 | -3 | 1
COc1ccc(C2c3sc(=O)[nH]c3SC3C4CCC(C4)C23)cc1 (configuration not stated)
 : -24 | 7 | 101 | 1.9 | -4 | -1.9 | -1 | -25 | 28
O=C(O)c1ccc(-c2nc(-c3ccc(Cl)cc3Cl)cs2)cc1
 : 49 | 22 | 100 | -1.7 | 2 | -2.0 | 1 | -21 | -3
CC(=O)c1c(C(C)=O)c(C)n(-c2nc(-c3ccc(C)c(C)c3)c(C)s2)c1C
 : 0 | -12 | 104 | -2.5 | -8 | -1.6 | 5 | -7 | 4
COc1cc(CN(C)CC2CCCN(CCc3cccc(C(F)(F)F)c3)C2)ccc1O (configuration not stated)
 : 50 | 4 | 115 | -2.1 | -4 | -3.7 | 0 | 17 | -28
O=C(CCS(=O)(=O)Cc1ccccc1)NC1CCCCC1
 : 1 | -6 | 101 | 0.5 | 0 | -1.1 | -3 | -4 | 5
COc1ccc(C(OC(=O)c2ccco2)C(=O)NCC2CCCO2)cc1 (configuration not stated)
 : 13 | 11 | 102 | 0.1 | -7 | 0.2 | 3 | -6 | -6
COC(=O)c1nn(-c2ccccc2)c(Cl)c1/C=N/OC(=O)c1ccc(Cl)c(Cl)c1
 : 3 | -4 | 92 | -2.7 | 4 | -3.7 | 12 | 0 | 1

Screening data from PubChem BioAssay.

These rows are one share of the data. The share of hits here may be higher or lower than overall.
